Assay outcomes: PubChem, several laboratories
AI-2 QS mod – Vibrio harveyi AI-2 quorum sensing modulation. AID 2094. Vibrio harveyi JMH597 AI-2 luminescence/OD600 ratio, 9 h; active compounds read low; strain lacks LuxN and CqsS sensors; 0 = neutral-control median. 300,000 compounds, 0.4% hits. activity change, % at 7.5 µM; in the data active = activity change below about -75%, passing the limit was not always enough;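 note: luminescence divided by OD600 gain over 9 h not by final OD600 alone; inactives centre near 13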
MrgX1 PAM – allosterically activates human MrgX1 receptor signaling. B-score at 10 µM. 310,000 compounds, 0.63% hits. MrgX1-HEK293, Fluo-4 calcium flux, FDSS; active compounds read high. AID 588675;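 active = plate-corrected calcium response at least 3 library SD above typical, normal starting fluorescence, not activating the receptor alone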;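 note: compound read alongside a low EC10 to EC30 dose of BAM8-22 agonist; peak minus trough fluorescence over baseline measured at the second addition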
MrgX1 ag – activates human MrgX1 receptor signaling; MrgX1-HEK293 cells, Fluo-4 calcium fluorescence, agonist mode; active compounds read high; B-score at 10 µM; 310,000 compounds, 0.44% hits; AID 588627;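 active = calcium response B-score plate-corrected fluorescence ratio at least 3 library SD, with starting fluorescence B-score inside 5 SD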
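Test system: HEK293 cells stably expressing human MrgX1 receptor; Input: fifteen thousand cells per well; Dosing: compound delivered in addition one of three; Schedule: overnight seeding, then 1 h dark dye loading; Technique: Fluo-4 NW calcium fluorescence; Measure: B-scored fluorescence response ratio; Controls: positive and negative controls per plate.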
MrgX1 antagonist – blocks BAM8-22 activation of human MrgX1 receptor; Q96LB2; MRGX1-HEK293 calcium flux, Fluo-4, BAM8-22 antagonism; active compounds read low; B-score at 10 µM; 310,000 compounds, 1.3% hits; AID 588676;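 active = calcium-response B-score plate-corrected more than 3 library SD below zero, starting fluorescence within 5 deviations, no agonist response on first addition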;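 note: peak minus trough fluorescence over baseline after final BAM8-22 challenge near maximal dose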
TRPC4 PAM – TRPC4 (mouse) allosteric potentiation; Q9QUQ5; HEK293 TRPC4beta/mu-opioid, DAMGO EC20, Fluo-4 Ca2+ flux; active compounds read high; B-score at 10 µM; 310,000 compounds, 0.42% hits; AID 2227;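 active = B-score of calcium response area above 5 SD of library B-scores, with initial fluorescence ratio within 5 SD of library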;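 note: B-score of integrated fluorescence ratio over time as area under calcium response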
Target sequence (Q9QUQ5 whole entry, looked up): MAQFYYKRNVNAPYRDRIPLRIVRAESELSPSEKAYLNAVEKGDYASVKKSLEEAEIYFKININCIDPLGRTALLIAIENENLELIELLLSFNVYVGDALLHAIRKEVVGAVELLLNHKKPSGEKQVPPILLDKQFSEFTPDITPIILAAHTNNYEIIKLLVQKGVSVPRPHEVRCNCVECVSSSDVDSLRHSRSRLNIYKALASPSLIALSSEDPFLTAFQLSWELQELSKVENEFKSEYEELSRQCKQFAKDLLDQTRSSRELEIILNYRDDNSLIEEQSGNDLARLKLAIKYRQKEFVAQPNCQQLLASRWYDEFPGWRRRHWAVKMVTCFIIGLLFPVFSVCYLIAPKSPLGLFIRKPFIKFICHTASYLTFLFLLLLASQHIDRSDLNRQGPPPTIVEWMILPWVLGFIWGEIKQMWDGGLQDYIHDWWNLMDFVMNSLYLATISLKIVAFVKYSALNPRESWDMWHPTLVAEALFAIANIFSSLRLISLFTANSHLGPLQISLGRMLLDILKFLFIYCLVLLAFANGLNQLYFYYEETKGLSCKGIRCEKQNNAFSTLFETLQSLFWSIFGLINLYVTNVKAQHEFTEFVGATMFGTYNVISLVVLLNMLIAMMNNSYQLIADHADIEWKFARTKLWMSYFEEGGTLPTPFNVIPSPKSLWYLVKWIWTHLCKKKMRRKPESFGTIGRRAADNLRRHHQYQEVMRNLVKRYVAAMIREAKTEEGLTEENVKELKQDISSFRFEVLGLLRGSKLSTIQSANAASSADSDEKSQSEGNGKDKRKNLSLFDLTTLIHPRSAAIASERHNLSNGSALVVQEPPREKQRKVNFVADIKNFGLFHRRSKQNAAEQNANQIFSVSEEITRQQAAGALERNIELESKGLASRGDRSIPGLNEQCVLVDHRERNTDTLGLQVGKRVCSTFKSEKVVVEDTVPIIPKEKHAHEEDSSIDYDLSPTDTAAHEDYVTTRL
TRPC6 activator – mouse TRPC6 channel activation. HEK293-TRPC6 membrane potential dye fluorescence; active compounds read high. Q61143. 310,000 compounds, 0.13% hits. B-score at 10 µM;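 active = B-score of the integrated fluorescence ratio above library mean plus 3 SD, and starting fluorescence ratio within library mean plus 5 SD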;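 note: higher score means more depolarization so channel activation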
TRPC4 inh – TRPC4 (mouse) channel inhibition. HEK293 TRPC4beta/mu-opioid, DAMGO-evoked Fluo4 calcium flux; active compounds read low. Q9QUQ5. B-score at 10 µM. AID 2247. 300,000 compounds, 0.39% hits;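 active = B-score over 3 SD under the library average, no early fluorescence shift, positive overall ratio signal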
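Assay system: Stable TRPC4beta/mu-opioid receptor HEK293 cells | Reagent: DAMGO in two steps, submaximal then maximal | Compound dosing: Single concentration per test compound | Signal: Fluo4 Ca2+ flux fluorescence | Evaluation: Per-well B score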
TRPC6 inhibitor – inhibitors of mouse TRPC6 channel | Q61143 | HEK293-TRPC6, membrane potential dye, ACh-evoked depolarization; active compounds read low | B-score at 10 µM | 310,000 compounds, 1.1% hits | AID 2553;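 active = B-score under library mean minus 3 SD, initial fluorescence not abnormally high, positive integrated signal ratio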;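 note: B-score derived from integrated fluorescence ratio over the kinetic read; more negative B-score means stronger inhibition of depolarization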
TRPC4 agonist – activators of mouse TRPC4 channel. B-score at 10 µM. HEK293 TRPC4beta/mu-opioid, Fluo4 calcium fluorescence; active compounds read high. AID 2237. 310,000 compounds, 0.49% hits. Q9QUQ5;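 active = B-score above 5 SD of library B-scores, and initial fluorescence ratio not above library mean plus 5 SD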;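 note: positive B-score marks a calcium rise read as TRPC4 activation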
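Material: TRPC4beta and mu-opioid receptor HEK293 stable cells | Incubation: 45 min room-temperature Fluo4 loading, 110 s read | Detection: Kinetic Fluo4 calcium fluorescence | Measure: Integrated baseline-normalised fluorescence ratio, converted to per-well B score | Benchmarks: Low control buffer alone, high control maximal DAMGO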
PolyA inhibitor – blocks polyadenylation in yeast reporter cells | calls only at 12 µM | 300,000 compounds, 0.02% hits | S. cerevisiae SKY197-pL101 polyadenylation reporter, beta-gal luminescence; efflux-impaired pdr1/pdr3 knockout yeast; score 100 = 6 SD above DMSO | AID 1875;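 active = lowest replicate activity score at least 50, where 100 means six control SD above control mean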;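 note: yeast exposed to compound for 9 h at 30 °C; higher score means more reporter readthrough which indicates perturbed polyadenylation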
HIF act – HIF pathway transcriptional activation. U2OS HRE-luciferase reporter, luminescence; normalized: DMSO 0%, desferrioxamine 100%. activation, % at 7.5 µM (by protocol). 300,000 compounds, 0.32% hits. AID 1910;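 active = mean activation of at least 10% of the iron chelator positive control signal, with at least half of replicates also reaching 10%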
An asterisk follows results filed as active; i = inactive; nt = not tested or not shown. A portion of the library. The share of hits here may be higher or lower than overall.

no. | SMILES | AI-2 QS mod | MrgX1 PAM | MrgX1 ag | MrgX1 antagonist | TRPC4 PAM | TRPC6 activator | TRPC4 inh | TRPC6 inhibitor | TRPC4 agonist | PolyA inhibitor | HIF act
1 | C=CCC1(O)C(=O)Nc2ccccc21 (stereo unspecified) | -0.4 | i | i | i | i | i | i | i | i | i | -0.1
2 | O=[N+]([O-])c1ccccc1Nc1ccccc1 | -0.6 | i | i | i | i | i | i | i | i | i | -0.8
3 | CCN(CC(=O)NC1CCCCCC1)S(=O)(=O)c1ccccc1 | -1.6 | i | i | i | i | i | i | i | i | i | -0.2
4 | O=C(COC(=O)c1cc(S(=O)(=O)N2CCOCC2)ccc1F)Nc1c(Cl)cccc1C(F)(F)F | 13.7 | i | i | i | i | i | i | i | i | i | -0.2
5 | COc1ccc(S(=O)(=O)N2CCCCC2)cc1NC(=O)C1CSC2(C)CCC(=O)N12 (stereo unspecified) | -14.4 | i | i | i | i | i | i | i | i | i | -2.0
6 | C/C=C/Cn1c(Br)nc2c1c(=O)n(C)c(=O)n2C | -3.4 | i | i | i | i | i | i | i | i | i | -1.7
7 | Cc1ccccc1OCCCC(=O)NC1CCCCC1 | 24.1 | i | i | i | i | i | i | i | i | i | -4.2
8 | COc1ccc(OC)c(S(=O)(=O)N2CCC(C(=O)N3CCN(c4ccc(F)cc4)CC3)CC2)c1 | 20.0 | i | i | i | i | i | i | i | i | i | -0.3
9 | C=CCNCCOCCOc1ccc(Cl)cc1C(C)(C)C | 17.9 | i | i | i | i | i | i | i | i | i | -0.2
10 | Cc1c(NC(=O)C(C)OC(=O)CNC(=O)c2ccccc2)c(=O)n(-c2ccccc2)n1C (stereo unspecified) | 20.5 | i | i | i | i | i | i | i | i | i | 1.5
11 | CN(C)CCNc1nc2sc3c(c2c(=O)n1Cc1ccccc1)CCCCC3 | 7.3 | nt | nt | nt | i | i | i | i | i | i | -1.2
12 | CCc1ccc(NC(=S)N2CCCC2)cc1 | 19.3 | i | i | i | i | i | i | i | i | nt | nt
13 | Cc1cc(C(=O)NC(C)C2CC2)c(Cl)cc1Cl (stereo unspecified) | 43.4 | i | i | i | i | i | i | i | i | i | -0.1
14 | COc1ccc(OC)c(NC(=S)NCc2cccnc2)c1 | 0.5 | i | i | i | i | i | i | i | i | i | 0.0
15 | O=c1[nH][nH]c(-c2ccccc2O)c1C(C[N+](=O)[O-])c1ccc(Br)cc1 (stereo unspecified) | -1.3 | i | i | i | i | i | i | i | i | i | 0.3
16 | Cn1nccc1C(=O)N1CCOCC1 | -2.7 | i | i | i | i | i | i | i | i | i | -0.5
17 | O=C(NC(Cc1c[nH]c2ccccc12)C(=O)O)c1ccco1 (stereo unspecified) | 27.9 | i | i | i | i | i | i | i | i | i | 0.2
18 | CCOC(=O)N1CCC(N2Cc3cccc(C(=O)N4CC(C)CC(C)C4)c3C2=O)CC1 (stereo unspecified) | 6.8 | i | i | i | i | i | i | i | i | i | 0.1
19 | CCOC(=O)c1sc(/N=C/N(C)C)c(C(=O)OCC)c1C | 34.6 | i | i | i | i | i | i | i | i | i | 0.3
20 | O=c1c2cc(Cl)ccc2nc(-c2ccccc2Cl)n1O | -38.9 | i | i | i | i | i | i | i | i | i | -0.6
21 | Cc1ccc([N+](=O)[O-])c(OCCCN2CCCCCC2)c1 | 3.7 | i | i | i | i | i | i | i | i | i | 0.1
22 | Cc1ccccc1OCC(=O)NCCCNC(=O)c1ccco1 | 10.8 | i | i | i | i | i | i | i | i | i | 0.0
23 | O=C(COC(=O)c1cc([N+](=O)[O-])ccc1NCc1ccccc1)NCc1ccccc1Cl | 6.2 | i | i | i | i | i | i | i | i | i | -0.1
24 | CSCCC(NS(=O)(=O)c1ccccc1F)C(=O)NCC(c1ccc(F)cc1)N1CCOCC1 (stereo unspecified) | nt | i | i | i | i | i | i | i | i | i | 0.1
25 | CCCCC(C(=O)NC1CCCC1)N(Cc1ccccc1)C(=O)c1snc(C(N)=O)c1N (stereo unspecified) | 4.4 | i | i | i | i | i | i | i | i | i | -0.4
26 | O=C(CNC(=O)c1[nH]cnc1C(=O)N[C@@H](Cc1ccccc1)C(=O)OCc1ccccc1)OCc1ccccc1 | 6.9 | i | i | i | i | i | i | i | i | i | -0.4
27 | Cc1ccc(C(=O)N2CCc3ccccc3C2)cc1S(=O)(=O)N1CCOCC1 | 20.8 | i | i | i | i | i | i | i | i | i | 0.4
28 | COc1ccc(-n2c(O)c(/C=N/NS(=O)(=O)c3cccc([N+](=O)[O-])c3)c3ccccc3c2=O)cc1OC | 4.3 | i | i | i | i | i | i | i | i | i | 0.0
29 | Cc1cc(OCC(=O)C(C)(C)C)c2c(C)c(C)c(=O)oc2c1 | 9.6 | i | i | i | i | i | i | i | i | i | -0.3
30 | Cc1ccoc1C(=O)Nc1ccc2ccccc2c1 | nt | i | i | i | i | i | i | i | i | i | -1.9
31 | COC(=O)NC1CSCC1OC(=O)CN1C(=O)c2ccccc2C1=O (stereo unspecified) | 29.9 | i | i | i | i | i | i | i | i | i | -1.3
32 | COn1c(=O)c(=O)n(OC)c2ccccc21 | 18.2 | i | i | i | i | i | i | i | i | i | -0.1
33 | O=C(Nc1ccccc1Cl)NC1(C(=O)N2CCOCC2)CCCCC1 | nt | i | i | i | i | i | i | i | i | i | 0.5
34 | CC(C)c1ccc(NC(=S)NN(c2ccccc2)c2ccccc2)cc1 | 39.0 | i | i | i | i | i | i | i | i | i | -0.7
35 | CC(OC(=O)CCCNC(=O)c1ccc(Cl)cc1)C(=O)N(C)Cc1ccccc1 (stereo unspecified) | 19.5 | i | i | i | i | i | i | i | i | i | -0.6
36 | COc1ccccc1Oc1coc2c(CN(C)C)c(O)ccc2c1=O | 17.4 | i | i | i | i | i | i | i | i | i | -0.4
37 | CSc1ccccc1NC(=O)c1cc(-c2cccs2)on1 | 29.6 | i | i | i | i | i | i | i | i | i | 2.4
38 | CCOC(=O)c1c(C)[nH]c(C(=O)OC(C)C(=O)Nc2ccccc2OC)c1C (stereo unspecified) | 9.5 | i | i | i | i | i | i | i | i | i | -0.3
39 | CCS(=O)(=O)c1ccc(C(=O)Nc2ccccc2)c(Cl)c1Cl | 3.7 | i | i | i | i | i | i | i | i | i | -0.3
40 | CCOCCSc1nc2c(c(=O)[nH]c(=O)n2C)n1CCCc1ccccc1 | -2.3 | i | i | i | i | i | i | i | i | i | 0.0
41 | Cc1cc(Cl)c(S(=O)(=O)N2CCCCCC2)cc1OCC(=O)NC1CCCCC1 | 26.0 | i | i | i | i | i | i | i | i | i | -0.7
42 | COc1ccccc1N1C(=O)N(C(C)=O)C2C1Nc1ccccc1N2C (stereo unspecified) | 29.6 | i | i | i | i | i | i | i | i | i | -0.2
43 | CCCCNC(=O)Nc1ccon1 | 7.2 | i | i | i | i | i | i | i | i | i | -0.6
44 | CSc1nc(Oc2ccc(F)cc2F)cc(C(F)(F)F)n1 | 3.7 | i | i | i | i | i | i | i | i | i | -0.2
45 | COc1ccc(N(CC(=O)NCc2ccc(F)cc2)C(=O)c2snc(C(N)=O)c2N)cc1OC | nt | i | i | i | i | i | i | i | i | i | -3.5
46 | COCCN1Cc2cccc(C(=O)NCc3ccccn3)c2C1=O | 20.1 | i | i | i | i | i | i | i | i | i | -0.3
47 | COCCCNC(=O)c1ccc2c(=O)n(Cc3ccc4c(c3)OCO4)c(=S)[nH]c2c1 | 17.8 | i | i | i | i | i | i | i | i | i | -0.3
48 | Cc1ccc(CCNC(=O)C2CCCN(S(=O)(=O)c3c(C)nn(C)c3C)C2)cc1 (stereo unspecified) | 40.7 | i | i | i | i | i | i | i | i | i | 0.1
49 | CC1(C)CC(=O)c2cnc(NC(=O)CSc3nc4ccccc4o3)nc2C1 | 15.2 | i | i | i | i | i | i | i | i | i | 0.0
50 | CCOC(=O)N1CCN(Cc2nc3c(c(=O)n(C)c(=O)n3C)n2Cc2cccc(C)c2)CC1 | 3.8 | i | i | i | i | i | i | i | i | i | -0.2
51 | COc1cc(/C=C/C(=O)OCC(=O)N2CC(=O)Nc3ccccc32)ccc1O | 16.1 | i | i | i | i | i | i | i | i | i | 0.3
52 | COc1cc(S(=O)(=O)Nc2ccccn2)ccc1F | 23.8 | i | i | i | i | i | i | i | i | i | 0.0
53 | CC(C)Oc1ccc(/C=C(/NC(=O)c2ccccc2)C(=O)NC(Cc2ccccc2)C(=O)O)cc1 (stereo unspecified) | 3.4 | i | i | i | i | i | i | i | i | i | 1.4
54 | CCOC(=O)c1c(OCC)[nH]c2ccc(O)cc12 | 14.9 | i | i | i | i | i | i | i | i | i | 0.3
55 | Cc1ccc(-c2nn(C)c(=O)c3ccccc23)cc1S(=O)(=O)NCCO | 21.9 | i | i | i | i | i | i | i | i | i | -0.2
56 | CC(C)[C@H](N)c1nnc2n1N=C(c1ccc(Cl)cc1)CS2 | 17.6 | i | i | i | i | i | i | i | i | i | -1.2
57 | O=C(CCN1C(=O)C2CC=CCC2C1=O)Nc1ccccc1Cl (stereo unspecified) | 26.3 | i | i | i | i | i | i | i | i | i | 0.3
58 | Cc1oc(-c2cccc(F)c2)nc1CN1CCCCC1CCn1cccn1 (stereo unspecified) | 7.1 | i | i | i | i | i | i | i | i | i | -0.1
59 | COc1ccc(C(=O)N2CCOC2CNC(=O)C(=O)NCc2ccco2)cc1 (stereo unspecified) | 22.9 | i | i | i | i | i | i | i | i | i | -0.6
60 | CCn1c(SCc2c(Cl)cccc2Cl)nc2nc3c(cc2c1=O)CCCC3 | 6.4 | i | i | i | i | i | i | i | i | i | -0.1
61 | Cc1cc(C(=O)NCc2cccs2)n(-c2ccccc2)n1 | -6.9 | i | i | i | i | i | i | i | i | i | -0.1
62 | O=C(NC1CCCCC1)C(c1cccs1)N(Cc1cccs1)C(=O)c1ccco1 (stereo unspecified) | 4.4 | i | i | i | i | i | i | i | i | i | -0.3
63 | C/C(=N\NC(=O)c1ccoc1C)c1ccc(Br)s1 | 8.9 | i | i | i | i | i | i | i | i | nt | 1.3
